Screening results deposited in PubChem by National Center for Advancing Translational Sciences (NCATS).
A549 viability – counter-screen for Nrf2 inhibitors: cytotoxicity in A549 cells. AID 504648. 390,000 compounds, 0.16% hits. A549 ARE-Fluc cells, CellTiter-Fluor viability, 18-24 h. Potency, µM (highest dose often 46 µM), inactives show at the highest dose activity change, negative = cytotoxicity, most hits filed as inhibitors; note: potency is the fitted concentration of half-maximal effect; % is set by controls: 0 for no effect and ±100 for the full control effect
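A549 ARE_Fluc cells in 5% FBS OPTI-MEM were exposed to compounds in concentration-response for 18-24 h at 37 deg C. Viability was read by CellTiter-Fluor fluorescence (Ex 405/Em 525) after 30 min, before the luciferase read.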
TGFb inhibitor – TGF-b pathway inhibition; HepG2 CAGA-GFP TGF-b/SMAD3 reporter, GFP fluorescence, 18 h; TGF-beta stimulated, 500 pg/mL final; Potency, µM (top dose mostly 46.1 µM), for inactives: top-dose activity, negative = inhibition, most hits filed as inhibitors; 410,000 compounds, 1.2% hits; note: potency is the fitted concentration of half-maximal effect; % is set by controls: 0 for no effect and ±100 for the full control effect; nearly all actives have a fitted effect of over 65% in size
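First, reporter cells (HEPG2 CAGA-GFP) rested 2 h at 37 degrees C. Next, compounds were pinned in and TGF-beta added to 500 pg/mL final. After 18 h, GFP was imaged per cell and summed per well.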
CCT modulator – changes cytosolic chaperonin activity | activity change, % (test concentration not listed), hits read low | purified chaperonin ATPase assay, HTRF ADP detection, 30 min | AID 651819 | 360,000 compounds, 0.3% hits; in the data active = activity change below about -30%; note: % is set by controls: 0 for no effect and ±100 for the full control effect
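TRiC at 40 or 20 nM final (batch-dependent) in 30 mM Tris pH 7.4, 100 mM KCl, 5 mM MgCl2, 1 mM DTT, with compound at single 76 uM and 10 uM ATP, 30 min at 37 deg C. ADP detected by HTRF Transcreener, 665/615 ratio.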
Nrf2 inh – Nrf2 pathway inhibition | Potency, µM (highest dose often 46 µM), inactives show at the highest dose activity change, negative = inhibition, actives largely listed as inhibitors | 360,000 compounds, 2.1% hits | A549 ARE-Fluc reporter, luciferase luminescence, 18-24 h; note: potency is the fitted concentration of half-maximal effect; % is set by controls: 0 for no effect and ±100 for the full control effect; nearly all actives have a fitted effect of over 60% in size
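Nrf2 activity is the BugLite luminescence, read 15 min after reagent at room temperature, following CellTiter-Fluor cytotoxicity readout (30 min, 37C). Compound titrations were applied for 18-24 h to 5000 A549 ARE_Fluc cells/well in 5% FBS OPTI-MEM.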
pAkt inh – Akt phosphorylation inhibition | Neuro2A IGF-stimulated pAkt S473 HTRF, 20 min; hits give low values | 360,000 compounds, 0.32% hits | activity change, % for hits at 50 µM; in the data active = activity change below about -80%; inconclusive = mostly about -51% to -80%; note: % is set by controls: 0 for no effect and ±100 for the full control effect
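Single-point screen (50 µM final compound) in Neuro2A cells stimulated 20 min with 6 nM IGF at 37 deg C. After lysis, Ser473-phosphorylated Akt read by HTRF (ex 330 nm, em 615/665 nm) as the 665/615 ratio.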
EPAC2 antag – blocks human EPAC2 exchange factor; Q8WZA2; EPAC2 GEF exchange of Rap1B-BODIPY-GDP, fluorescence; Potency, µM (highest dose often 114 µM), without a hit: at the highest dose activity, negative = inhibition, usual class: inhibitors; 360,000 compounds, 0.18% hits; note: potency is the fitted concentration of half-maximal effect; % is set by controls: 0 for no effect and ±100 for the full control effect; nearly all actives have a fitted effect of over 45% in size; many of its hits are not listed in these tables
Target sequence (Q8WZA2 whole entry, looked up): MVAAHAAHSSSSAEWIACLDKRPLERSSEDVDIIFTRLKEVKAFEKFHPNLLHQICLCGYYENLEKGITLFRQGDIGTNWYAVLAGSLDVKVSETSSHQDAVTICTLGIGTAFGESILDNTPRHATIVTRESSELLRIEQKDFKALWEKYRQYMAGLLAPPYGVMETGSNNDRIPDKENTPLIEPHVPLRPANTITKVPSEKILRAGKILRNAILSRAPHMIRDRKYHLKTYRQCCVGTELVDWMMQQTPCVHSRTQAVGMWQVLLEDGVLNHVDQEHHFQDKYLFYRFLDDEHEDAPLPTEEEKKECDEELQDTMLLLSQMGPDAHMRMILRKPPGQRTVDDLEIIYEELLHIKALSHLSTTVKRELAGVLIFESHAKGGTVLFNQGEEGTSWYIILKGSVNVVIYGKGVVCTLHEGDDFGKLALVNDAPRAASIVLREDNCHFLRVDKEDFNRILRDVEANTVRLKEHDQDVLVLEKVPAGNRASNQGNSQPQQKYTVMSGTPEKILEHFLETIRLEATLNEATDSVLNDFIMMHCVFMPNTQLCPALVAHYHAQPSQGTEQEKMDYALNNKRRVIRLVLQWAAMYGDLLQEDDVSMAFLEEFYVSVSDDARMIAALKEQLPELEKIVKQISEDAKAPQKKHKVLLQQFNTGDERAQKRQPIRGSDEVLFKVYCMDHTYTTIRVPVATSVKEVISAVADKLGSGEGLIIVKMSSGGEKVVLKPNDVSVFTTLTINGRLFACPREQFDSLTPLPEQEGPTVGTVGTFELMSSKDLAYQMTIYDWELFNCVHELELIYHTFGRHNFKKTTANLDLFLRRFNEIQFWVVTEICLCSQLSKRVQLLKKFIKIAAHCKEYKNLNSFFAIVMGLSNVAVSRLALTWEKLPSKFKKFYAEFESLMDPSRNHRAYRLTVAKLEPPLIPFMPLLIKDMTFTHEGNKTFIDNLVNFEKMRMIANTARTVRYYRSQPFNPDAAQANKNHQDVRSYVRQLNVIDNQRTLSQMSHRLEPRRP
Mm-Cpn inhibitor – inhibitors of Methanococcus maripaludis chaperonin (MmCpn). purified Mm-Cpn ATPase, ADP Transcreener TR-FRET. Potency, µM (top dose mostly 76.9 µM), for inactives: top-dose activity, negative = inhibition, hits mostly inhibitors. 330,000 compounds, 0.031% hits; note: potency is the fitted concentration of half-maximal effect; % is set by controls: 0 for no effect and ±100 for the full control effect; nearly all actives have a fitted effect of over 80% in size
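Reaction buffer contained 30 mM Tris pH 7.4, 100 mM KCl, 5 mM MgCl2 and 1 mM DTT. Mm-CPN (25 nM final) hydrolysed 10 uM ATP over 30 min at 37°C; ADP was read by HTRF.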
Nrf2 ARE act – Nrf2 pathway activation; 410,000 compounds, 0.31% hits; Potency, µM (highest dose often 46.1 µM), for the others: at the highest dose activation, hits mostly activators; AREc32 ARE-luciferase reporter (MCF7-derived line), luminescence, 24 h; note: potency is the fitted concentration of half-maximal effect; % of control where 0% means no effect; nearly all actives have a fitted effect of over 65% in size
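Nrf2 activation is followed as ARE-luciferase induction in the AREc32 line after one day of compound treatment; luminescence is read with Steady-Glo.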
EPAC2 ag – agonists of human EPAC2 (RAPGEF4). Q8WZA2. EPAC2 activation, biochemical qHTS; response scale: 100% = 6.5 mM cAMP response. Potency, µM (doses to about 154 µM), for inactives: at the highest dose activation, most hits filed as activators. 360,000 compounds, 0.079% hits. AID 720711; note: potency is the fitted concentration of half-maximal effect; nearly all actives have a fitted effect of over 50% in size
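qHTS, titration series. 100 nM EPAC2 / 250 nM Rap1B-BODIPY-GDP / 50 uM GDP; RT; ex 480/em 540 nm, 5-min reads to 30 min. Norm. to 6.5 mM cAMP = activation.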
Numbers without * were called inactive; i = inactive; u = inconclusive; x = not tested or not shown; & = joins results of further samples; [ ] = dose if it differs, or a comment. Unless noted, calls come from the whole dose curve; as a rule, active = well fitted curve in the direction sought with a large enough effect; inconclusive = small, poorly fitted or top-dose-only effect, or another doubt; inactive = no such curve, though single readings can be large; an effect the other way counts as inactive or inconclusive. These rows are one share of the data; rates above refer to the full screens.

Each structure is followed by: EPAC2 ag	TGFb inhibitor	Nrf2 ARE act	EPAC2 antag	CCT modulator	Mm-Cpn inhibitor	A549 viability	Nrf2 inh	pAkt inh
1: CC12CCC3c4cc(CN5CCOCC5)c(O)cc4CCC3C1CCC2=O (stereo not given)
→ 11.8%	4.1%	-0.2%	-7.7%	0.3	x	-4.5%	0.3%	i
2: COc1ccc(C(=O)CC(Nc2ccc([N+](=O)[O-])cc2)c2ccc(Cl)cc2)cc1 (stereo not given)
→ 14.2%	u	0.7%	-7.4%	0.6	-0.2%	u	6.51µM*	i
3: Cc1cc(N2CCN(C)CC2)nc2ccc(NC(=S)N3CCCCC3)cc12
→ 8.4%	-6.1%	3.4%	6.2%	1.1	-0.4%	u	18.3%	i
4: CCc1nnc(NC(=O)Cc2ccc(S(=O)(=O)N3CCCCC3)cc2)s1
→ 6.3%	-7.2%	-1.3%	13.1%	-1.1	-2.0%	-12.8%	20.6µM*	i
5: CCCC(=O)Nc1sc(-c2ccccc2)c(-c2ccccc2)c1C(=O)O
→ -1.7%	4.8%	-0.4%	-6.3%	-0.7	x	0.5%	u	i
6: O=C(NCCCn1ccnc1)c1ccccc1Br
→ 5.9%	0.2%	0.6%	2.0%	1.1	-2.6%	-0.1%	-2.0%	i
7: CCc1cccc(OCCCN2C(=O)NC(C)(C)C2=O)c1
→ 5.3%	u	-1.1%	-3.2%	2.6	-1.6%	4.7%	10.9%	x
8: COc1ccc(C(=O)NCC(c2cccnc2)N2CCc3ccccc3C2)cc1OC (stereo not given)
→ x	-17.4%	7.6%	x	x	x	2.0%	u	x
9: CCn1cc(CCC(=O)O)c(C)n1
→ 5.9%	6.7%	-0.6%	2.6%	1.1	-3.0%	10.6%	u	i
10: Cc1cc(C(=O)N/N=C/C=C/c2ccccc2)c(C)o1
→ 4.8%	-10.8%	-0.6%	3.4%	-0.8	2.7%	16.0%	2.2%	i

Structures from the list above containing a COOH group, in the order listed:
Each structure is followed by: EPAC2 ag	TGFb inhibitor	Nrf2 ARE act	EPAC2 antag	CCT modulator	Mm-Cpn inhibitor	A549 viability	Nrf2 inh	pAkt inh
5: CCCC(=O)Nc1sc(-c2ccccc2)c(-c2ccccc2)c1C(=O)O
→ -1.7%	4.8%	-0.4%	-6.3%	-0.7	x	0.5%	u	i
9: CCn1cc(CCC(=O)O)c(C)n1
→ 5.9%	6.7%	-0.6%	2.6%	1.1	-3.0%	10.6%	u	i

Two records drawn at random from the list so far:
Each structure is followed by: EPAC2 ag	TGFb inhibitor	Nrf2 ARE act	EPAC2 antag	CCT modulator	Mm-Cpn inhibitor	A549 viability	Nrf2 inh	pAkt inh
7: CCc1cccc(OCCCN2C(=O)NC(C)(C)C2=O)c1
→ 5.3%	u	-1.1%	-3.2%	2.6	-1.6%	4.7%	10.9%	x
10: Cc1cc(C(=O)N/N=C/C=C/c2ccccc2)c(C)o1
→ 4.8%	-10.8%	-0.6%	3.4%	-0.8	2.7%	16.0%	2.2%	i

(cont.)
Each structure is followed by: EPAC2 ag	TGFb inhibitor	Nrf2 ARE act	EPAC2 antag	CCT modulator	Mm-Cpn inhibitor	A549 viability	Nrf2 inh	pAkt inh
11: COc1ccc(-c2cc3ccc(OC(C)C(=O)O)cc3oc2=O)cc1 (stereo not given)
→ 8.7%	-14.2%	0.1%	5.8%	1.8	-15.2%	8.3%	5.8%	i
12: O=C(NC(=S)N1CCN(c2ccc([N+](=O)[O-])cc2)CC1)c1ccccc1
→ -3.8%	8.5%	0.2%	4.7%	1.4	-0.1%	-8.5%	-1.0%	i
13: Cn1cnc(S(=O)(=O)N2CCCC(c3cc(C(=O)Nc4ccc(F)c(Cl)c4)no3)C2)c1 (stereo not given)
→ 6.8%	33.1%[activator]	9.8%	-10.7%	2.4	x	x	x	i
14: COc1cccc(N2CCN(c3nc(C)cc(C)c3C#N)CC2)c1
→ 25.9%	-21.0%	0.1%	-1.6%	-0.5	-0.5%	14.5%	u	i
15: Cc1nn(CC(=O)NCc2cccc3ccccc23)c(=O)c2ccccc12
→ 6.4%	-0.6%	-0.3%	-4.4%	-3.8	2.0%	3.6%	u	i
16: O=C(Nc1nccs1)c1ccc(F)c(S(=O)(=O)N2CCOCC2)c1
→ 2.0%	-0.6%	0.6%	8.7%	0.0	0.3%	-10.2%	-14.5%	i
17: O=C(NC1=NCCS1)c1ccncc1
→ -4.5%	36.2%[activator]	0.0%	-0.9%	-2.4	1.5%	-7.2%	x	i
18: CC(C)(C)NC(=O)COC(=O)CNC(=O)c1cc(Cl)cc([N+](=O)[O-])c1
→ 5.7%	u	-0.2%	1.5%	1.9	-2.1%	8.0%	6.7%	i
19: CCc1ccc(NC(=O)C(=O)N/N=C(\C)CC(=O)NCc2ccc(Cl)cc2)cc1
→ -5.3%	-4.3%	0.9%	3.2%	-1.8	1.2%	-11.4%	-9.0%	i
20: CCC[C@@H]1CCCO[C@@](C(=O)NCc2ccc(S(C)(=O)=O)cc2)(C(F)(F)F)C1
→ -2.2%	u	-0.7%	-11.9%	-0.6	x	4.9%&10.0%	5.5%&-32.8%	i

Along the list, as entered above:
CCT modulator, compounds 13 to 19 → 2.4, -0.5, -3.8, 0.0, -2.4, 1.9, -1.8

The results go on.
Each structure is followed by: EPAC2 ag	TGFb inhibitor	Nrf2 ARE act	EPAC2 antag	CCT modulator	Mm-Cpn inhibitor	A549 viability	Nrf2 inh	pAkt inh
21: Cc1n(N)c2ccccc2[n+]1CC(=O)c1ccccc1
→ 17.1%	-0.1%	-0.3%	2.0%	-5.6	-4.1%	4.0%	u	i
22: COc1cc(-c2nnc(SCC(=O)Oc3ccccc3Cl)o2)cc(OC)c1OC
→ x	50.6%[activator]	-0.3%	x	x	x	4.9%	12.5%	x
23: O=C(CCCN1C(=O)C(c2ccccc2)Oc2cccnc21)Nc1ccccc1Br (stereo not given)
→ 12.2%	6.2%	-0.1%	10.7%	1.1	x	x	x	i
24: O=C(NC1CCCC1)C(c1cccnc1)N(C(=O)c1csnn1)c1ccccc1 (stereo not given)
→ -5.2%	7.8%	0.2%	u	-2.3	1.8%	1.5%	-4.2%	i
25: CCCS(=O)(=O)c1cscc1NC(=O)c1c(-c2c(F)cccc2Cl)noc1C
→ 12.3%	-6.1%	1.7%	u	2.4	-8.5%	-17.7%	u	i
26: COc1ccc(CCNC(=O)CNCC2CCCCC2)cc1OC
→ 12.3%	2.9%	-0.2%	-2.8%	-0.5	-0.8%	12.2%	7.8%	i
27: O=C(Nc1cc2c3c(c1)CC(=O)N3CCC2)C1CCCCC1
→ 0.4%	-6.5%	5.1%	0.6%	-5.7	0.4%	3.0%	u	i
28: Cc1ccc(S(=O)(=O)N2CCN(C(=O)c3ccco3)CC2)cc1
→ -2.4%	-1.6%	-0.2%	16.4%	2.3	2.1%	0.5%	-1.7%	i
29: COc1ccccc1C(=O)Nc1ccc(S(=O)(=O)N2CCN(C)CC2)cc1
→ 13.0%	4.7%	0.0%	8.5%	1.7	x	8.9%	-4.3%	i
30: CC(C)CCOc1ccc(C2(C)NC(=O)NC2=O)cc1 (stereo not given)
→ 2.4%	-5.7%	-1.0%	-4.1%	-0.6	2.7%	-12.2%	-16.5%	i

Next part.
Each structure is followed by: EPAC2 ag	TGFb inhibitor	Nrf2 ARE act	EPAC2 antag	CCT modulator	Mm-Cpn inhibitor	A549 viability	Nrf2 inh	pAkt inh
31: O=c1c2cccc3c2c(nn1CN1CCOCC1)-c1ccccc1-3
→ -1.0%	-16.6%	13.9%	2.0%	2.0	-6.8%	-12.6%	3.66µM*	i
32: COC(=O)CCC(=O)N1CN2CN(C(=O)CCC(=O)OC)CC([N+](=O)[O-])(C2)C1
→ 3.6%	-2.2%	-0.1%	7.5%	-0.2	-2.0%	-0.6%	0.7%	i
33: COc1ccc(N(C(=O)CNC(=O)c2cccs2)C(C(=O)NCC2CCCO2)c2ccccc2)cc1 (stereo not given)
→ -0.9%	-11.5%	0.1%	4.0%	2.5	-3.7%	-8.2%	2.6%	i
34: Cc1cc(C)c(C(=O)/C=C/c2ccc3c(c2)OCO3)c(=O)[nH]1
→ -3.4%	-9.0%	-0.2%	12.2%	-0.5	0.7%	-14.0%	u	i
35: CCOC(=O)[C@]12CCCC=C1N(Cc1cccc3ccccc13)C(=O)[C@H](CC(=O)N1CCCCC1)C2
→ 18.3%	x	3.1%	-11.9%	-0.5	x	x	x	i
36: O=C(NNC(=O)c1cc(S(=O)(=O)N2CCOCC2)c(Cl)cc1Cl)c1ccccc1F
→ 8.7%	12.2%	7.5%	2.0%	-2.3	0.1%	-0.5%	4.6%	i
37: O=C(OCc1nnc(-c2ccccc2)o1)c1ccc(S(=O)(=O)NCc2ccco2)cc1
→ 7.6%	6.8%	-0.6%	-3.1%	-1.3	2.2%	-18.2%	7.5%	i
38: COc1ccc(NC(=O)CN(C)C(=O)c2cc(-c3ccccc3)nc3ccccc23)cc1
→ 13.3%	-12.8%	2.2%	-14.0%	1.2	1.4%	-10.9%	-14.5%	i
39: Cn1ncc([N+](=O)[O-])c1C(=O)Nc1ccc(-c2ccccc2)cc1
→ -0.8%	8.0%	-0.3%	6.7%	1.7	2.8%	-2.0%	19.6%	i
40: O=C(CCCc1ccccc1)Nc1ccc2c(c1)OCCO2
→ 20.2%	10.1%	1.5%	-6.7%	-6.1	-1.4%	-4.3%	u	i
41: Cc1ccc(NC(=O)c2ccccc2-c2ccccc2C(=O)O)cc1
→ -3.4%	-0.5%	-0.7%	4.2%	0.1	0.8%	-3.4%	4.5%	i
42: CC1(C)C(=O)C2(CCCCC2)C(=O)OC1C(=O)c1ccccc1 (stereo not given)
→ 11.2%	-8.9%	-0.7%	-7.0%	-0.9	0.3%	3.3%	-2.8%	i
